High-throughput results: PubChem, National Center for Advancing Translational Sciences (NCATS)
FBPA coupling cs – qHTS Assay for Inhibitors of Fructose-1,6-bisphosphate Aldolase from Giardia Lamblia: Coupling assay counterscreen; coupling enzyme system counterscreen, AmpLite Red fluorescence; activity change, negative = inhibition, % at 58.2 µM, hits read low; 290,000 tested, 0.67% active; AID 2472, 2010; in the data active means activity change below about -30%; further: on the % scale 0 is the no-effect control and ±100 the full control effect
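Final compound at 57.5 uM, incubated 10 min at RT with coupling enzyme reagent (glyceraldehyde-3-phosphate), then 20 min with substrate and AmpLite Red detection. Fluorescence read at 525/598 nm; tests interference with the coupling assay, not aldolase inhibition.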
a7 integrin act – qHTS for Activators of Integrin-Mediated Alleviation for Muscular Dystrophy | alpha7betagal myoblasts, beta-gal FDG fluorescence, 48 h | Potency, µM (highest dose often 38.3 µM), for inactives: top-dose activation, usual class: activators | 350,000 tested, 0.064% active | AID 624291, 2012;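 further: potency means the concentration at half of the fitted maximal effect; 100% = response of the positive control SU9516; nearly all actives have a fitted effect of over 60% in size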
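Alpha7betagal+/- myoblasts (passage 13) were plated 16-24 hr, then exposed to compounds (1:260 dilution of DMSO stock) for 48 hours at 37C. After MPER lysis, β-galactosidase reporter activity was read as FDG fluorescence (ex 480/em 540) after 30 minutes.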
Giardia killer – Small Molecules that selectively kill Giardia lamblia: qHTS; 340,000 tested, 0.15% active; AID 540267, 2011; Giardia lamblia trophozoite viability; activity change, % at 7.66 µM, hits read low; in the data active means activity change below about -80%; inconclusive means between about -30% and that limit;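 further: parasites exposed to compound for two days anaerobically before the ATP read; on the % scale 0 is the no-effect control and ±100 the full control effect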
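ATP-content bioluminescence gauges trophozoite survival. Cells (100/well) receive compound and incubate anaerobically for 48 hrs at 37 deg C; detection reagent follows for 15-30 min at room temperature.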
PTAP TSG101 blk – qHTS Assay for Iinhibitors of HIV-1 Budding by Blocking the Interaction of PTAP/TSG101 | Tumor susceptibility gene 101 protein (Homo sapiens), Q99816 | Fluorescence polarization, FITC-PTAP peptide / Tsg101 binding | Potency, µM (top dose mostly 115 µM), for inactives: top-dose activity change, negative = inhibition, actives largely listed as inhibitors | 340,000 tested, under 10 active | AID 493005, 2010; active means well fitted inhibition curve with a large enough effect in the main read-out, with a control signal flat, not every such curve was filed as active; inconclusive means small, poorly fitted or top-dose-only effect, or effect the other way, or a change in a side signal; inactive means no such curve, though single readings can be large or run the other way; further: potency means the concentration at half of the fitted maximal effect; % of control where 0% means no effect
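FP read-out: FITC-PTAP peptide, 50 nM final, binding Tsg101 binding domain, 10 uM final; 20 min, r.t.; 10 mM HEPES pH 7.5, 0.15 M NaCl, 0.01% Tween 20, 3 mM EDTA, 0.1 mM TCEP.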
ASM inhibitor – Inhibitors of Secretory Acid Sphingomyelinase (S-ASM): qHTS | Sphingomyelin phosphodiesterase (Homo sapiens), P17405 | placental ASM, HMU-PC fluorogenic substrate, 60 min | Potency, µM (doses to about 57.5 µM), for inactives: at the top dose activity change, negative = inhibition, most hits filed as inhibitors | 340,000 tested, 0.006% active; further: potency means the concentration at half of the fitted maximal effect
Target sequence (P17405 47-631 limits assumed): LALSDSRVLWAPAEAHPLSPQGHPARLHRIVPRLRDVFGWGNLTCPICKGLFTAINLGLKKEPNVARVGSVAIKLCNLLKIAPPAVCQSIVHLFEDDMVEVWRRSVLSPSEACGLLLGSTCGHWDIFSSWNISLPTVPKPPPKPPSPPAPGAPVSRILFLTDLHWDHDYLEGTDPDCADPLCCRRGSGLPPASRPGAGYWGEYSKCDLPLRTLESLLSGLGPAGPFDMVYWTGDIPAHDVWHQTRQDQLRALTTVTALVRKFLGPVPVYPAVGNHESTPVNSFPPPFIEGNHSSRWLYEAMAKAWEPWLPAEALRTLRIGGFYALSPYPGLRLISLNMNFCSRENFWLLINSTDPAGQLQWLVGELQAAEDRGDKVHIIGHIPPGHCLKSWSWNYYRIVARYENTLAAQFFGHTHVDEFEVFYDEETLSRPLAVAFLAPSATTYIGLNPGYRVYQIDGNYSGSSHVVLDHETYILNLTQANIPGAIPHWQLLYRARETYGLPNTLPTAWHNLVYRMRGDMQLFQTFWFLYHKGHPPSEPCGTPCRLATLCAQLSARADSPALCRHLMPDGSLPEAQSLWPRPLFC
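qHTS format. ASM enzyme prepared from human placenta hydrolyses the fluorogenic substrate HMU-PC0 (9 uM final) over 60 min at 37 °C after a 10 min compound preincubation.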
Tb PFK block – qHTS Assay to Find Inhibitors of T. brucei phosphofructokinase. AID 485367, 2010. T. brucei PFK, ADP-Glo luminescence. ATP-dependent 6-phosphofructokinase (Trypanosoma brucei brucei), O15648. Potency, µM (doses to about 57.5 µM), for inactives: at the top dose activity, negative = inhibition, actives largely listed as inhibitors. 330,000 tested, 0.17% active;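 further: potency means the concentration at half of the fitted maximal effect; 0% = uninhibited 1x PFK enzyme wells and -100% = no-enzyme wells; nearly all actives have a fitted effect of over 60% in size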
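Activity is normalized to no-enzyme wells (full inhibition) and 1.25 nM enzyme wells (no inhibition). Reaction: 0.5 mM F6P, 0.1 mM ATP, 45 min RT, ADP-Glo luminescence; concentration-response curves fitted and classed by quality.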
B2AR arrestin – qHTS assay of beta-arrestin-biased ligands of beta2-adrenergic receptor; beta-arrestin recruitment to beta2AR, cell-based reporter; Potency, µM (doses to about 46.1 µM), inactives show top-dose activation, actives largely listed as activators; 330,000 tested, 0.02% active;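 further: potency means the concentration at half of the fitted maximal effect; 0% = DMSO controls and full agonism = EC100 isoproterenol or metaproterenol; nearly all actives have a fitted effect of over 65% in size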
Target sequence (P07550 whole entry, looked up): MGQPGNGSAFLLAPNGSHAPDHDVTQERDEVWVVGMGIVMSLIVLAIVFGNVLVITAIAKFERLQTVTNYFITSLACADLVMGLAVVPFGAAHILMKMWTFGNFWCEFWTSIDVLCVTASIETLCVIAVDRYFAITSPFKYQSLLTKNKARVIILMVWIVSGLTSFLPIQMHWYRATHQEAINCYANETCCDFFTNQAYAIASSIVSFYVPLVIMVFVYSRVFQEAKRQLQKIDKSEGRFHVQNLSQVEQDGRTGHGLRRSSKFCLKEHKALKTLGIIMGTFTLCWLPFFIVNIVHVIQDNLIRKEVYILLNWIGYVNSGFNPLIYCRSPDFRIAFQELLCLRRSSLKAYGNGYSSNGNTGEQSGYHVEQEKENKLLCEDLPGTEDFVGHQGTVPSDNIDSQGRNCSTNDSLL
Menin MLL FP TR – qHTS Assay for Inhibitors Targeting the Menin-MLL Interaction in MLL Related Leukemias: Competition With Texas Red Labeled MLL-derived Mutant Peptide | O00255 | Menin + Texas Red MLL mutant peptide, fluorescence polarization | Potency, µM (doses to about 61.6 µM), for inactives: top-dose FP activity change, negative = inhibition, most hits filed as inhibitors | 270,000 tested, 0.23% active | AID 1768, 2009; active means well fitted inhibition curve with a large enough effect in the polarisation, with a control signal flat, not every such curve was filed as active; inconclusive means small, poorly fitted or top-dose-only effect, or effect the other way, or a change in a side signal; inactive means no such curve, though single readings can be large or run the other way; the % refers to the polarisation; further: potency means the concentration at half of the fitted maximal effect; % of control where 0% means no effect; many of its hits are not listed in these tables
GALK inhibitor – qHTS Assay for Inhibitors of Human Galactokinase (GALK). P51570. Purified GALK, Kinase-Glo residual ATP luminescence. Potency, µM (titrated, usually from 57.5 µM), without a hit: at the highest dose activity change, negative = inhibition, most hits filed as inhibitors. 270,000 tested, 0.007% active; further: potency means the concentration at half of the fitted maximal effect; on the % scale 0 is the no-effect control and ±100 the full control effect
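Human GALK (5 nM) with 35 uM ATP and 100 uM galactose in 20 mM HEPES pH 8.0, 5 mM MgCl2, 60 mM NaCl, 1 mM DTT, 0.01% BSA. After 1 h at room temperature, leftover ATP was read by Kinase-Glo Plus luminescence.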
PKM2 activator – qHTS Assay for Activators of Human Muscle isoform 2 Pyruvate Kinase | purified PKM2, Kinase-Glo ATP luminescence, activation; response scale: 0% is enzyme alone, no compound | Potency, µM (doses to about 57.5 µM), for inactives: at the highest dose activation, hits mostly activators | 260,000 tested, 0.34% active | AID 1631, 2009; further: potency means the concentration at half of the fitted maximal effect; on the % scale 0 is the no-effect control and ±100 the full control effect; nearly all actives have a fitted effect of over 55% in size
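ATP formation by purified human PK-M2, quantified via coupled luciferase luminescence after 1 h at room temperature with 0.1 mM ADP and 0.5 mM PEP final.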
BCR signal inh – qHTS Assay to Find Inhibitors of Chronic Active B-Cell Receptor Signaling; ABC-DLBCL IkBa-CBG/CBR reporter, luminescence ratio, 4 h; Potency, µM (highest dose often 46.1 µM), inactives show at the highest dose ratio change, negative = lower green/red ratio, actives largely listed as inhibitors; 340,000 tested, 0.05% active; AID 493014, 2011; active means well fitted inhibition curve with a large enough effect in the signal ratio, with a control signal flat, not every such curve was filed as active; inconclusive means small, poorly fitted or top-dose-only effect, or effect the other way, or a change in a side signal; the % refers to the signal ratio;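 further: potency means the concentration at half of the fitted maximal effect; plate controls were basal doxycycline-induced cells for no effect and cells given 10 µM MG132 for full effect; MG132 reads +100%, hits lower the ratio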
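Cell line TMD8 (human ABC DLBCL), stably expressing tet-inducible CBG68-IkBa fusion and CBR; IMDM/0.5% FBS; cpd up to 46 uM; dox induction, 4 h, 37C/5% CO2; dual luminescence; green/red ratio; MG132 control.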
Starred values were filed as active, the others as inactive; ? = inconclusive; . = not tested or not shown; & = joins results of further samples; [ ] = dose if it differs, or a comment. Unless noted, the call rests on the fitted dose curve; in most records, active means well fitted curve in the direction sought with a large enough effect; inconclusive means small, poorly fitted or top-dose-only effect, or another doubt; inactive means no such curve, though single readings can be large; an effect the other way counts as inactive or inconclusive.

SMILES,FBPA coupling cs,a7 integrin act,Giardia killer,PTAP TSG101 blk,ASM inhibitor,Tb PFK block,B2AR arrestin,Menin MLL FP TR,GALK inhibitor,PKM2 activator,BCR signal inh
Cc1ccsc1CNC1C2CC3CC(C2)CC1C3 (stereo unspecified),-1,-59%[inhibitor],-6,-1%,0%,-3%,-0.6%,-19%,-1%,4%,5%
CCCCN(C(=O)CSc1nnc(-c2ccc(Cl)cc2)o1)c1c(N)n(CC(C)C)c(=O)[nH]c1=O,.,6%,-3,0%,12%,-1%,5.8%,.,.,.,?
O=C(O)c1ccc(NS(=O)(=O)c2cccc(C(=O)Nc3ccc([N+](=O)[O-])cc3)c2)cc1,7,27%,16,-2%,0%,3%,0.4%,17%,-11%,-9%,?
COc1cccc(C(C(=O)NC(C)(C)C)N(Cc2ccc(F)cc2)C(=O)CCC(=O)Nc2cc(C)on2)c1OC (stereo unspecified),1,-11%,-12,-8%,-4%,1%,-0.3%,-22%,0%,0%,-12%
C(=N\n1cnnc1)/C1CCCCC1,1,15%,0,-3%,0%,2%,-0.4%,-5%,0%,-3%,4%
O=C(C[C@@H]1C/C=C\CCC(=O)O[C@H](c2ccccc2)CNC1=O)N[C@H](CO)Cc1ccccc1,.,-13%,-15,-2%,12%,-3%,0.1%,.,.,.,0%
CCCC(C)NC(=O)C1CC(=O)N(CCc2ccc(F)cc2)C1 (stereo unspecified),0,21%,-11,-7%,4%,-6%,-1.0%,0%,0%,0%,2%
O=C(COC(=O)/C=C/c1ccc(OC(F)F)cc1)NC1CCCCC1,.,-2%,-5,-2%,7%,7%,0.1%,.,.,.,?
CCOC(=O)C1=C(CS(=O)(=O)c2ccc(F)cc2)NC(=O)NC1c1ccc(O)c(O)c1 (stereo unspecified),-6,6%,22,-6%,-6%,-14%,0.1%,0%,-2%,.,-2%
Cc1ccnc(NC(=O)c2ccco2)n1,3,10%,8,-2%,0%,3%,0.0%,8%,-3%,1%,4%
Cc1nc2ccc(S(=O)(=O)NCC(=O)N3CCC(N4CCCCC4)CC3)cc2s1,0,-16%,-6,-4%,1%,0%,-0.3%,0%,0%,-6%,-4%
COc1ccc(NC(=O)N2CCN(S(C)(=O)=O)CC2)cc1,-3,-9%,-4,-2%,0%,0%,-0.1%,5%,1%,0%,0%
CSc1ccccc1NC(=O)c1cnc2sc(C)cn2c1=O,.,5%,-10,1%,0%,-4%,-0.2%,.,.,.,6%
Cc1ccc(O)c(/C=N/NC(=O)c2[nH]ncc2Br)c1,1,15%,23,-3%,-4%,?,3.5%,10%,2%,-25%,?
Cc1cc(C(=O)N/N=C/c2ccc([N+](=O)[O-])s2)c2ccccc2n1,2,-38%,-95*,-3%,-5%,1%,-0.1%,.,-3%,.,-27%
Cc1c(C(N)=O)sc2ncn(CC(=O)NCCc3ccccc3)c(=O)c12,0,-19%,2,0%,0%,-1%,-0.4%,15%,2%,25%,-11%
CCOc1ccc(NC(=O)COc2ccc3c(c2)OCO3)cc1,-1,3%,4,-6%,-3%[11.5 µM],0%,0.2%,-7%,-1%,-6%,1%
Cc1cccc(C(=O)NCC(=O)OC(C)C(=O)Nc2ccc(Cl)cn2)c1 (stereo unspecified),.,14%,-20,1%,.,6%,0.0%,.,.,.,5%
C[n+]1cccc(C(=O)N/N=C/c2ccc3c(c2)OCO3)c1,-1,1%,-15,-4%,2%,-2%,0.1%,18%,17%,4%,-11%
CCOC(=O)Cc1csc(NC(=O)CCSc2ccccc2)n1,3,-8%,-2,-10%,0%,-8%,0.1%,23%,2%,20%,-4%
CN1CCN(C(=O)c2cccn(Cc3cccc(Cl)c3)c2=O)CC1,3,26%,-25,-5%,3%,2%,-0.1%,5%,.,.,-1%
COc1cccc(/C=N/NC(=O)c2ccccc2)c1OS(=O)(=O)c1ccccc1,0,-26%,4,-4%,-1%,-9%,-0.2%,8%,3%,0%,-2%
O=C1NC(=S)N/C1=C/c1cc([N+](=O)[O-])ccc1O,11,12%,-6,5%,-3%,6%,0.3%,?,-1%,-20%,-14%
O=C(Cc1ccccc1)N1CCNCC1,0,11%,10,1%,-1%,3%,0.2%,1%,2%,0%,-1%
Cc1cccc(-n2ccnc2CN2CCC(CO)(Cc3ccccc3)CC2)c1,0,0%,-26,1%,5%,2%,-0.7%,.,0%,1%,-5%
Cn1c(SCC(=O)N/N=C/c2ccc([N+](=O)[O-])s2)nnc1-c1ccccc1,-6,-39%,-6,1%,-3%,-1%,?,-18%,1%,0%,?
Cc1noc(C)c1C(=O)NCc1ccccc1,6,-1%,8,-1%,-1%,-4%,4.4%,-1%,0%,1%,3%
Cc1ccc2c(c1)c1c3n2CCNC3CCC1 (stereo unspecified),2,-47%[inhibitor],-14&-6,2%&3%,-2%&3%,1%&0%,-1.0%&0.4%,-13%,2%,-1%,-1%&-8%
CCn1c2ccccc2c2n[nH]c(=S)nc21,1,0%,?,-6%,3%,-9%,0.1%,17%,-6%,.,-2%
O=C(c1ccccc1Cl)N1CCN(Cc2ccc3c(c2)OCO3)CC1,11,?,5,-2%,2%,-13%,-0.6%,-18%,6%,-5%[11.5 µM],-9%
O=C(OCCN1CCCCC1)c1cc2ccccc2o1,1,22%,3,-1%,-2%,1%,0.1%,-3%,2%,-3%,6%
CCn1c(O)c(/C=C2\C=NN=C2c2ccccc2)sc1=S,0,8%,-8,0%,-15%,1%,-0.6%,.,-3%,-2%,21%
COc1ccccc1N(CC(N)=O)S(=O)(=O)c1ccc(C)cc1,2,22%,35[activator],-5%,7%,-1%,-0.2%,-18%,-1%,2%,1%
COc1cccc(C(=O)N2CCN(C3CCC(c4ccccc4)CC3)CC2)c1OC (stereo unspecified),0,-56%[inhibitor],9,-1%,1%,0%,-0.8%,-13%,-1%,6%,-8%
CS(=O)(=O)N1Cc2ccccc2CC1C(=O)O (stereo unspecified),-3,10%,0,0%,0%,4%,0.2%,1%,1%,2%,-1%
Cn1c(=O)c2c(nc(CN3CCN(c4ccccc4)CC3)n2Cc2c(F)cccc2Cl)n(C)c1=O,1,0%,11,-2%,?,4%,0.3%,-11%,6%,4%,?
Cc1cccc(NC(=S)NC2CC3CCCC(C2)N3Cc2ccccc2)c1C (stereo unspecified),1,-31%,-8,-2%,0%,-6%,-1.1%,-4%,-2%,22%,-7%
O=C(CN1N=C(c2ccc(Cl)cc2)CCC1=O)NCCN1CCc2ccccc2C1,2,11%,-21,-4%,3%,-7%,-0.4%,-2%,-1%,-8%,-13%
O=C(NNC(=O)c1ccccc1F)c1ccco1,-2,-2%,8,-3%,4%,-5%,-0.1%,5%,0%,.,?
CC(C)CC(=O)Nc1nc(-c2ccc(S(=O)(=O)N3CCOCC3)cc2)cs1,0,0%,38[activator],-1%,-8%,0%,0.0%,11%,4%,-2%,-9%
CCn1c(O)c(N=NC2=NC(=O)CS2)c2cc(C)ccc21,-11,21%,-2,2%,-10%,1%,-0.6%,21%,0%,-13%,14%
CC(=O)Nc1cccc(/C(C)=N/NC(=O)c2ccccc2Cl)c1,0,-1%,-12,-4%,3%,0%,-0.9%,21%,1%,1%,?
O=C(NCCCc1ccccc1)N1CCOCC1,1,6%,1,-1%,6%,7%,0.0%,-21%,0%,0%,-7%
CN(C(=O)c1ccccc1C(=O)OCC(=O)c1ccc(F)c(F)c1)C1CCCCC1,.,3%,7,-1%,-3%,-4%,0.1%,.,.,.,-12%
CCOc1ccc(C2NCCc3cc(OC)c(OC)cc32)cc1OC (stereo unspecified),0,-22%,3,0%,-2%,?,-1.2%,1%,.,.,-8%
Cc1cnc(C)c(N2CCN(Cc3nc(-c4ccccc4)no3)CC2)n1,1,-7%,22,-4%,2%,2%,0.0%,?,-1%,1%,8%

The list is partial; count on the stated rates, not on these rows.
